HTR5A inv ctr = counter-screen for OPRM1-OPRD1 inverse agonists: human HTR5A inverse agonism | P47898 | HTR5A cell line, luminescence | inhibition, % at 9.3 µM | hit rate 0.083% among 340,000 | AID 504634; in the data active = inhibition mostly above about 23%, no sharp cut-off; inactive = mostly below about 18%;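 note: 0% = cells with DMSO and 100% = no-cell wells with DMSO; some compounds called inactive have numbers as strong as hits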
Target sequence (P47898 whole entry, looked up): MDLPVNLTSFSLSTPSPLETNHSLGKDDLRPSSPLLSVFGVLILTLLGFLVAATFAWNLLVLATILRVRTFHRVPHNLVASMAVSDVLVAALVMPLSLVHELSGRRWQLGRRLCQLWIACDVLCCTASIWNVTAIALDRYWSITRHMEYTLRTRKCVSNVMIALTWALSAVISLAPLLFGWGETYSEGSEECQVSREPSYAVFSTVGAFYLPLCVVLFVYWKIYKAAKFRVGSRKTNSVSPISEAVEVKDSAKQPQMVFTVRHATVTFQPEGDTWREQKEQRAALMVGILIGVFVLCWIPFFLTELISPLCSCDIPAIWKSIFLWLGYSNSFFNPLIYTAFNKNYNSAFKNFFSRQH
MOR-DOR inv ag = inverse agonist of human OPRM1-OPRD1 heterodimerization; P35372+P41143; cell-based MOR-DOR heterodimer luminescence, inverse agonism; inhibition, % at 9.3 µM; hit rate 0.21% among 340,000; in the data active = inhibition above about 22%, passing the limit was not always enough;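 note: 0% = cells with DMSO and 100% = wells without cells with DMSO; values of inactives mirror those of a sister screen read the other way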
Cardiac RTF inh = cardiac RTF calcium desensitization. inhibition, % at 7.15 µM. P19429+P45379. AID 493244. hit rate 0.12% among 340,000. IANBD-labeled cardiac RTF, Ca2+ fluorescence;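 active = inhibition above the mean inhibition of all tested compounds plus 3 SD, cut at about 17% in these data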;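 note: assay run at fixed EC70 calcium of 1.6 mM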
OPRM1-OPRD1 ag = OPRM1-OPRD1 heterodimerization agonism; P35372+P41143; cells, luminescence; activation, % at 9.3 µM; hit rate 0.3% among 340,000; AID 504326; in the data active = activation above about 18%;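 note: 0% = vehicle-treated cells and 100% = reference agonist; values of inactives mirror those of a sister screen read the other way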
HTR5A ag ctr = activates human HTR5A in OPRM1-OPRD1 agonist counter-screen; hit rate 0.61% among 340,000; activation, % at 9.3 µM; P47898; HTR5A agonist assay, luminescence, cell-based; in the data active = activation mostly above about 9.5%, no sharp cut-off; inactive = mostly below about 7.6%;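 note: 0% = cells with vehicle only and 100% = reference agonist; strong numbers were not always called active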
V-ATPase pH = regulators of yeast V-ATPase proton transport; S. cerevisiae, pHLuorin cytosolic pH fluorescence; response, % at 10 µM; hit rate 0.37% among 350,000; in the data active = response mostly above about 7.3%, no sharp cut-off; inactive = mostly below about 5.4%; note: actives read high; inactives centre near 0; some compounds called inactive have numbers as strong as hits; reference of the scale not given here
LANA DNA inh = inhibitors of KSHV LANA C-terminal domain DNA binding; MBP-C-LANA/FAM-LBS DNA binding, fluorescence polarization; inhibition, % at 9 µM; hit rate 0.078% among 340,000; AID 504423;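 active = highest replicate inhibition at or above 60% at 9 µM, even if other replicates fall short; inactive = all replicates below 60% inhibition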;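 note: 0% = neutral control wells and 100% = 4 µM acridine orange control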
CAL-PDZ inh HTS = blocks peptide binding to the human CAL PDZ domain; Q9HD26; purified CAL PDZ, TMR-peptide fluorescence polarization, 1 h; inhibition, % at 24.9 µM; hit rate 0.92% among 300,000;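 active = mean inhibition of at least 30% with at least half of replicates also reaching 30%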;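 note: 0% = DMSO neutral control and 100% = excess unlabeled competitor peptide PRC23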
Keap1 Nrf2 FP = Keap1-Nrf2 (human) interaction inhibition; Q14145; Keap1 Kelch-Nrf2 peptide fluorescence polarization, 1536-well; inhibition, % at 9.4 µM; hit rate 0.15% among 340,000; in the data active = inhibition above about 12%;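 note: human Keap1 Kelch domain with fluorescein labeled Nrf2 9mer peptide probe; 0% = neutral control wells and 100% = peptide positive control; higher means more block of Keap1 binding to Nrf2 peptide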
Target sequence (Q14145 whole entry, looked up, the tested form may be a part): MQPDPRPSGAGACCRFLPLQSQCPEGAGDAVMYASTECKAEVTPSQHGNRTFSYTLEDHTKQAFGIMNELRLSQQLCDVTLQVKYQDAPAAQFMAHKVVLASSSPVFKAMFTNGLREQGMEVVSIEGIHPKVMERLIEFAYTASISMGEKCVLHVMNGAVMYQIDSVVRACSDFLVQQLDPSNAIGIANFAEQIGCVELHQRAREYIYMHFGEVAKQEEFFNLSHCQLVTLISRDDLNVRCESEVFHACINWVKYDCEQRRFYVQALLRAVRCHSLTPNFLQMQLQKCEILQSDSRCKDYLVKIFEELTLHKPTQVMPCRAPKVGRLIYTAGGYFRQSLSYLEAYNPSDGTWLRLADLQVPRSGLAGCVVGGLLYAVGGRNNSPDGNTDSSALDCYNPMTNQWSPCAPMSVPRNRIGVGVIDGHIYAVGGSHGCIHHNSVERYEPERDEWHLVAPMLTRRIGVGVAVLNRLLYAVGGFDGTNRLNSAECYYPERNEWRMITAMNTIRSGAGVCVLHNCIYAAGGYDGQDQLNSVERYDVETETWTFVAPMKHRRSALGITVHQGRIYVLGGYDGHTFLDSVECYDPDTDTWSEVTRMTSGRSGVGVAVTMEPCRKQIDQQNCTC
cardiac RTF act = increases calcium sensitivity of human cardiac regulated thin filaments. hit rate 0.24% among 340,000. activation, % at 7.2 µM. P19429+P45379. IANBD-labeled TnC RTF fluorescence at EC20 calcium; 0% EC20 calcium, 100% full calcium;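 active = activation above the mean over all tested compounds plus 3 SD, cut at about 30% in these data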;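 note: rise in fluorescence read as greater calcium sensitivity of cardiac thin filaments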
The depositor's hits bear a star; i = inactive; / = no result given.

SMILES | HTR5A inv ctr | MOR-DOR inv ag | Cardiac RTF inh | OPRM1-OPRD1 ag | HTR5A ag ctr | V-ATPase pH | LANA DNA inh | CAL-PDZ inh HTS | Keap1 Nrf2 FP | cardiac RTF act
CCOc1ccccc1OCC(=O)Nc1nnc(COC)s1 | 5 | 15 | 1 | -2.8 | 2 | -6 | 0.8 | -3 | 2 | -3
Cc1noc(C)c1C(=O)OCC(=O)NCCc1ccccc1 | -2 | 9 | -5 | -2.4 | 1 | 3 | -0.4 | 84* | -5 | -2
Cc1cc(C)c2c(C)c(C(=O)NCc3ccc(S(N)(=O)=O)cc3)oc2c1 | -6 | -21 | 2 | 4.3 | -15 | -1 | -2.0 | -1 | -6 | -1
CC(NCc1ccccc1Cl)C(=O)Nc1ccc(C#N)cc1 (stereo unspecified) | -11 | 3 | -9 | -0.5 | 4 | -2 | 0.5 | -3 | 2 | 1
CCOc1ccc2[nH]c(=O)c(CN(Cc3ccco3)C(CC)c3nnnn3Cc3ccccc3)cc2c1 (stereo unspecified) | 4 | 1 | -7 | -0.2 | -2 | -5 | -1.0 | -5 | -1 | -1
O=C(CCN1C(=O)S/C(=C/c2ccccc2)C1=O)Nc1ccc(C(=O)O)c(O)c1 | -7 | 21 | 7 | -4.0 | 2 | -2 | 0.4 | -6 | -4 | -5
O=C(CSc1nnnn1-c1ccccc1)NC(=O)NCc1ccco1 | 6 | 11 | -9 | -2.6 | -2 | -1 | 0.1 | -2 | 0 | -4
CCCCN(CC)S(=O)(=O)c1ccc2c(c1)CCCN2C(C)=O | -7 | 0 | -9 | 0.0 | -3 | -3 | 0.9 | 2 | 3 | 10
Nc1nc(Br)c2c(F)cccc2c1-c1ccc(F)cc1 | -12 | -20 | 10 | 3.6 | 4 | 2 | -0.2 | -2 | -6 | 1
COc1ccc(NC(=O)COc2ccccc2C(=O)NCC(c2ccccc2)N(C)C)cc1Cl (stereo unspecified) | -2 | i | -16 | 64* | -1 | -1 | 1.7 | / | 0 | 1
CCOc1ccc(-c2nnc(-c3cccs3)o2)cc1OCC | 13 | -2 | 8 | 0.3 | 3 | 2 | 0.7 | -2 | 0 | 12
CCOC(=O)C1=C(CSc2nc3ccccc3s2)NC(=O)NC1c1cccc([N+](=O)[O-])c1 (stereo unspecified) | 17 | -15 | 7 | 2.7 | -1 | -3 | 0.5 | -1 | -2 | 1
CC(C)CCNC(=O)c1onc(CSc2ccc(F)cc2)c1C(=O)NCCC(C)C | -25 | 1 | 1 | -0.2 | 2 | -5 | -0.3 | 0 | 0 | -1
CCc1ccccc1Nc1nc(N)nc(CSCC(=O)Nc2ccc(C)c(C)c2)n1 | -6 | 17 | -5 | -2.6 | 2 | -1 | 0.3 | -3 | 2 | -1
S=C(NCCc1ccccc1)Nc1cnc2ccccc2c1 | 10 | 2 | 1 | -0.3 | 0 | -2 | 0.4 | 0 | 2 | -6
C#CCN(CC=C)C(=O)C1CCC(=O)N(CCCc2ccccc2)C1 (stereo unspecified) | 11 | 6 | -8 | -1.3 | -3 | -2 | 2.8 | -1 | -4 | -4
CN1C[C@@H]2[C@@H]3C(=O)N(C)C(=O)[C@@H]3[C@](C)(C1=O)N2C(=O)c1ccccc1 | 5 | 8 | -3 | -1.4 | -4 | 4 | 1.6 | 0 | -1 | 10
COc1cc(/C=N/NC(=O)/C(=C\c2ccc3c(c2)OCO3)NC(=O)c2ccccc2)ccc1O | 10 | 14 | -4 | -2.7 | -4 | 3 | -2.1 | -5 | -1 | -3
C[C@H](O)[C@@H]1C(=O)N2CCc3ccc(-c4ccccc4)cc3[C@@H]2C[C@@H]1N(C)C(=O)c1ccc(C#N)cc1 | / | / | -2 | / | / | 2 | -5.3 | -2 | 2 | -1
Cc1ccc(NC(=O)NCCCN2CCCC2=O)cc1 | -14 | 5 | -2 | -1.0 | -1 | 0 | 2.6 | -3 | 6 | 1
O=C(Cn1cnnn1)NC1CCCN(Cc2ccccc2F)C1 (stereo unspecified) | -15 | 6 | -4 | -1.3 | -3 | 4 | -0.4 | 2 | 0 | -3
CC(C)(C)NC(=O)COC(=O)c1cc(Cl)ccc1[N+](=O)[O-] | 30 | 5 | -25 | -0.9 | 7 | -2 | -1.0 | / | -2 | 3
CC(C)CNS(=O)(=O)c1ccc(Br)cc1N1CCC[C@@H]1CO | 4 | 7 | -4 | -1.5 | -1 | 0 | 1.5 | -2 | 2 | -3
CC(=O)Nc1ccc(S(=O)(=O)NC2=C(N3CCN(c4ccc(F)cc4)CC3)C(=O)c3ccccc3C2=O)cc1 | 5 | -7 | 2 | 1.2 | -2 | -2 | -0.6 | 6 | 3 | -3
CSc1nncc(-c2ccc(F)c(F)c2)n1 | 10 | 15 | 8 | -2.6 | 3 | -1 | 1.4 | 0 | 1 | -3

Other structures
SMILES | HTR5A inv ctr | MOR-DOR inv ag | Cardiac RTF inh | OPRM1-OPRD1 ag | HTR5A ag ctr | V-ATPase pH | LANA DNA inh | CAL-PDZ inh HTS | Keap1 Nrf2 FP | cardiac RTF act
Cn1nc(C(F)(F)F)c(C(=O)Nc2ccc(F)cc2F)c1Sc1cccc(C(F)(F)F)c1 | -10 | -11 | 1 | 2.2 | -1 | -6 | -0.3 | 2 | -5 | -1
N#Cc1cccc(NC(=O)CSc2ccc3c4c(cccc24)C(=O)c2ccccc2-3)c1 | -27 | -22 | -58 | 4.3 | 2 | 2 | 3.4 | 0 | 2 | 42*
CC(=O)Nc1sc(C)c(C)c1C(=O)OCC(=O)N(C)c1c(N)n(Cc2ccccc2)c(=O)[nH]c1=O | -1 | 8 | -4 | -1.5 | -3 | 1 | -1.2 | -7 | -1 | -1
COc1ccc(NC(=O)c2nc[nH]c2C(=O)NCC(=O)OC(C)(C)C)cc1 | -4 | -5 | 6 | 1.1 | -4 | -4 | -1.5 | -3 | -1 | 4
Cc1cc(OCC(=O)NCCCN(C)C)cc(C)c1Br | -11 | 19 | 4 | -3.3 | 4 | 2 | -1.9 | -5 | -3 | 1
C1CCc2c(nc3nnnn3c2N2CCOCC2)C1 | -19 | 16 | -5 | -2.8 | -1 | -1 | 0.0 | -1 | 2 | -2
CCC1(C)Cc2ccccc2-c2nc(NCCO)n(-c3ccc(C)cc3)c(=O)c21 (stereo unspecified) | -8 | 8 | 4 | -1.4 | -3 | 0 | -0.3 | -3 | -5 | 1
Cc1nn(C)cc1CNC(=O)c1cnn2c(C(F)F)cc(C3CC3)nc12 | 2 | 6 | -4 | -1.5 | -1 | 1 | 0.4 | 1 | -4 | -1
COCC(C)NS(=O)(=O)c1ccc(C(=O)NC(Cc2ccccc2)c2ccccc2)cc1 (stereo unspecified) | -6 | -4 | -7 | 0.7 | 1 | 0 | -0.6 | -2 | -4 | -2
COc1ccc(OC)c(NC(=O)CSc2nnnn2-c2ccc3c(c2)OCO3)c1 | 8 | -5 | -1 | 0.9 | 2 | 1 | 1.6 | 0 | -2 | 1
COc1ccc(/C=C(\NC(=O)c2cccs2)C(=O)Nc2cccc3ccccc23)cc1OC | 9 | 7 | -17 | -1.1 | -1 | -1 | 0.0 | -8 | -7 | -2
Cc1cc(C)cc(CC2CC(=O)N(c3cc(C)ccc3C)C2=O)c1 (stereo unspecified) | 17 | -5 | -1 | 1.0 | -5 | 2 | -1.8 | -7 | -3 | -7
CC(=O)Nc1ccc(S(=O)(=O)Nc2ccc(N3CCOCC3)c(F)c2)cc1 | -30 | 6 | -11 | -1.2 | 12 | -6 | 0.7 | -2 | -1 | 3
CC(C)(C)Nc1nc(NC(C)(C)C)nc(-n2ccnc2)n1 | -20 | -15 | -19 | 2.8 | -1 | -1 | -1.7 | -3 | 0 | 2
C/C(=N/Nc1ccccc1[N+](=O)[O-])c1ccc(C)c([N+](=O)[O-])c1 | 0 | 2 | -9 | -0.3 | 0 | -1 | 0.4 | -3 | -7 | -2
CCC(=O)Nc1ccc(NC(=O)CSc2nnnn2-c2ccc3c(c2)OCCO3)cc1 | -1 | -13 | 11 | 1.7 | -1 | -4 | -0.4 | -1 | -9 | -2
COc1ccc(C(=O)c2oc3ccc(OC)cc3c2N)cc1 | 5 | -15 | -11 | 2.6 | 7 | -1 | -0.6 | -4 | -2 | 2
OC(COc1ccc2cc(Br)ccc2c1)CN1CCCC1 (stereo unspecified) | -44 | 0 | -6 | 0.1 | 5 | -2 | 0.0 | -4 | -7 | 0
CCCCNC(=O)Nc1ccccn1 | 2 | 16 | -1 | -2.7 | -1 | -2 | -0.4 | -6 | -3 | 0
COc1cc(OC)c(OC)cc1CN1CCCC(C(=O)c2ccccc2SC)C1 (stereo unspecified) | 6 | -6 | -13 | 1.2 | -2 | -2 | 0.8 | -3 | 4 | 5
Cc1cccc(CC(=O)NC2CCN(C)CC2)c1 | -28 | 3 | -2 | -0.5 | 3 | -7 | 4.1 | -1 | -3 | -1
CCCc1[nH]nc2c1C(c1ccc(OC)cc1OC)C(C#N)=C(N)O2 (stereo unspecified) | -1 | -1 | 8 | 0.1 | -1 | -1 | -2.3 | -6 | -2 | -8

Exported in markdown: part of the list above.
| compound | HTR5A inv ctr | MOR-DOR inv ag | Cardiac RTF inh | OPRM1-OPRD1 ag | HTR5A ag ctr | V-ATPase pH | LANA DNA inh | CAL-PDZ inh HTS | Keap1 Nrf2 FP | cardiac RTF act |
| --- | --- | --- | --- | --- | --- | --- | --- | --- | --- | --- |
| C/C(=N/Nc1ccccc1[N+](=O)[O-])c1ccc(C)c([N+](=O)[O-])c1 | 0 | 2 | -9 | -0.3 | 0 | -1 | 0.4 | -3 | -7 | -2 |
| CCC(=O)Nc1ccc(NC(=O)CSc2nnnn2-c2ccc3c(c2)OCCO3)cc1 | -1 | -13 | 11 | 1.7 | -1 | -4 | -0.4 | -1 | -9 | -2 |
| COc1ccc(C(=O)c2oc3ccc(OC)cc3c2N)cc1 | 5 | -15 | -11 | 2.6 | 7 | -1 | -0.6 | -4 | -2 | 2 |
| OC(COc1ccc2cc(Br)ccc2c1)CN1CCCC1 (stereo unspecified) | -44 | 0 | -6 | 0.1 | 5 | -2 | 0.0 | -4 | -7 | 0 |
| CCCCNC(=O)Nc1ccccn1 | 2 | 16 | -1 | -2.7 | -1 | -2 | -0.4 | -6 | -3 | 0 |
| COc1cc(OC)c(OC)cc1CN1CCCC(C(=O)c2ccccc2SC)C1 (stereo unspecified) | 6 | -6 | -13 | 1.2 | -2 | -2 | 0.8 | -3 | 4 | 5 |
| Cc1cccc(CC(=O)NC2CCN(C)CC2)c1 | -28 | 3 | -2 | -0.5 | 3 | -7 | 4.1 | -1 | -3 | -1 |
| CCCc1[nH]nc2c1C(c1ccc(OC)cc1OC)C(C#N)=C(N)O2 (stereo unspecified) | -1 | -1 | 8 | 0.1 | -1 | -1 | -2.3 | -6 | -2 | -8 |
